Caspase-7 inhib: blocks human caspase-7 allosterically or competitively | AID 889 | 0.02% of 75,000 active | P55210 | recombinant caspase-7, Ac-DEVD-AFC fluorescence rate | Potency, µM (doses to about 57.5 µM), inactives show at the top dose activity change, negative = inhibition, actives largely listed as inhibitors; active means well fitted inhibition curve with a large enough effect in the main read-out, with a control signal flat, not every such curve was filed as active; inconclusive means small, poorly fitted or top-dose-only effect, or a change in a side signal; further: potency means the concentration at half of the fitted maximal effect; % of control where 0% means no effect
GFP derepression: epigenetic modulators derepressing GFP locus in mouse cells. 0.09% of 68,000 active. Potency, µM (top dose mostly 46.1 µM), without a hit: at the highest dose GFP derepression (activation). AID 597. mouse C127i GFP locus derepression, cytometry, 30 h; further: % of control where 0% means no effect
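Locus derepression in mouse mammary C127i cells whose integrated CMV-GFP reporter is normally silent; GFP expression after 30 h compound treatment was quantified by counting fluorescent cells.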
HEK293 cAMP cs: raises cAMP in parental HEK293 cells, TSHR agonist counter-screen; 2.5% of 73,000 active; parental HEK293 CNG cAMP sensor, membrane potential fluorescence; Potency, µM (titrated, usually from 57.1 µM), without a hit: top-dose activation, usual class: activators; further: potency means the concentration at half of the fitted maximal effect; % of control where 0% means no effect; nearly all actives have a fitted effect of over 55% in size
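Parental HEK 293 cells stably expressing a cAMP-gated CNG channel were loaded with membrane potential dye containing 100 uM RO 20-1724 for 60 min. Compound added for 30 min; depolarization read as fluorescence intensity at 590 nm.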
4MU fluor: compounds fluorescent in 4-MU spectral region. compound autofluorescence, 340/450 nm, 4-MU equivalents; active compounds read high. 11% of 59,000 active. max dye-equivalent concentration, M; in the data active means max dye-equivalent concentration above about 10 nM; inconclusive means mostly about 1.1 nM to 9.6 nM
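Intrinsic fluorescence at 340/450 nm (ex/em) was read after 15 min at room temperature in pH 8.0, 100 mM Tris. Each compound concentration expressed as 4-MU-equivalent concentration from a six-point 4-MU standard series on each plate.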
A350 autofl: compounds fluorescent in Alexa 350 spectral region; 11% of 59,000 active; Compound autofluorescence, 340/450 nm, Alexa 350 dye-equivalents; active compounds read high; max dye-equivalent concentration, M; in the data active means max dye-equivalent concentration above about 10 nM; inconclusive means mostly about 1.1 nM to 9.6 nM
BRCT PPI red: BRCT-phosphoprotein interaction inhibition (red fluorophore); P38398; BRCT-phosphopeptide binding, red fluorescence polarization; Potency, µM (top dose mostly 76.9 µM), inactives show at the top dose activity change, negative = inhibition, most hits filed as inhibitors; 0.03% of 75,000 active; further: on the % scale 0 is the no-effect control and ±100 the full control effect
Target sequence (P38398 whole entry, looked up): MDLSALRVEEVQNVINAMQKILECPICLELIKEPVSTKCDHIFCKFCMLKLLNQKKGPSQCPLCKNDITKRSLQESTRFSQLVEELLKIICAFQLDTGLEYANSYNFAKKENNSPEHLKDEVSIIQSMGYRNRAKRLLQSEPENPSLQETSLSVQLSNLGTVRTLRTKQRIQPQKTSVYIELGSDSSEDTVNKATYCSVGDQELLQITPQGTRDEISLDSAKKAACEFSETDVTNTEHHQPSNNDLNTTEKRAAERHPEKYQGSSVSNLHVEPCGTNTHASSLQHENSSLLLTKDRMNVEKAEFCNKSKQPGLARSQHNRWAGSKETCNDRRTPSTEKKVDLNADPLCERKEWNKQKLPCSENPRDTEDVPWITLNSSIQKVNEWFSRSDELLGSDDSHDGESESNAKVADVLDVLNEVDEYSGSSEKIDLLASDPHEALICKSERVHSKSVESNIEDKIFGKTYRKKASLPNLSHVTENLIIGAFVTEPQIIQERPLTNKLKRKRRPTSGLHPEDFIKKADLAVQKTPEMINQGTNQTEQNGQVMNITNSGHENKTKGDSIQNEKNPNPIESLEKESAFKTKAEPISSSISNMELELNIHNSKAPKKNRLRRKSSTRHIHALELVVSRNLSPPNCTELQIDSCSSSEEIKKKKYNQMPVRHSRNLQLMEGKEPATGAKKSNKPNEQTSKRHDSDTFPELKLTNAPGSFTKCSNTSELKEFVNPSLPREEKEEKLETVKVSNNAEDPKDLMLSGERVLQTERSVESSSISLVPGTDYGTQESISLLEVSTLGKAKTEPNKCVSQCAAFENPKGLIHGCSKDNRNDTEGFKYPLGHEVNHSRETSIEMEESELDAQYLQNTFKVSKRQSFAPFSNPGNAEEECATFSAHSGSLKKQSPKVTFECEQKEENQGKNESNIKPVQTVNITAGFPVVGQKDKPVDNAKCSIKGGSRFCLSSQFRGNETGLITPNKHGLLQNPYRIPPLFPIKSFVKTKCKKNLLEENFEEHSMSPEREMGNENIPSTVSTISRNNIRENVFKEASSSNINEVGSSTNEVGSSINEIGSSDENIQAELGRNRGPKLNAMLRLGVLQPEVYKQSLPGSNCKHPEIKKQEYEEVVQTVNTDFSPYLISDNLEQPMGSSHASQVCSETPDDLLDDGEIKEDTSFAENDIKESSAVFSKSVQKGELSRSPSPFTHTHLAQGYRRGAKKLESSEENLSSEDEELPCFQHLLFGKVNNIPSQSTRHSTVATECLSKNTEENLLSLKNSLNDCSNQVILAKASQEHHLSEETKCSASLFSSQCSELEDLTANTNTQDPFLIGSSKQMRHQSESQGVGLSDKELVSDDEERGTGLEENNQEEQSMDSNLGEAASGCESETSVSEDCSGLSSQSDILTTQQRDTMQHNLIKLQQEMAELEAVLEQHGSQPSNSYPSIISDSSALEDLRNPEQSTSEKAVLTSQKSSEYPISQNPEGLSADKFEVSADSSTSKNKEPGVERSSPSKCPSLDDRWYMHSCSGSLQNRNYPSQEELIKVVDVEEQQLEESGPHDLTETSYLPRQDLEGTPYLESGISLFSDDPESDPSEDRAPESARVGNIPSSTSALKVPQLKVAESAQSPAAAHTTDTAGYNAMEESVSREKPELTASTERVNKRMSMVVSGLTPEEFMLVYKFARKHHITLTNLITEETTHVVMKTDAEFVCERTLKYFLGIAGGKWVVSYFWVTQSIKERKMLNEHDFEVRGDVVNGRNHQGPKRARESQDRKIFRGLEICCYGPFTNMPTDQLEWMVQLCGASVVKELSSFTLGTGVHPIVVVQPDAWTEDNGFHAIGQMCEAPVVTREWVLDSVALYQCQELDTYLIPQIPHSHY
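Rhodamine-labelled pBACH1 10-mer (100 nM) bound to BRCT domain (100 nM) at pH 7.3; compounds incubated 12 min room temperature, polarization read. Free peptide defines full inhibition; unlabelled decapeptide titrated as control.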
Fluorescein fluor: compound fluoresces in the fluorescein spectral region; Compound autofluorescence, 480/540 nm, fluorescein-equivalent; active compounds read high; max fluorescein-equivalent concentration, M; 0.91% of 59,000 active; AID 593; in the data active means max fluorescein-equivalent concentration above about 10 nM; inconclusive means between about 1.1 nM and that limit
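Normalized response (dye-equivalent concentration) derives from comparing each well's 540 nm emission, under 480 nm excitation, with plate-resident fluorescein standards. Compounds were held in 100 mM Tris, pH 8.0, for 15 min at room temperature.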
Ub-GFP proteasome: inhibits proteasome, raising ubiquitin-GFP reporter fluorescence; 67,000 tested, under 10 active; AID 526; Potency, µM (series often up to 45.9 µM), for inactives: top-dose activation (GFP accumulation), hits mostly activators; Ubiquitin-GFP reporter cells, proteasome inhibition, GFP fluorescence; response scale: untreated = 0%, 10 µM MG-132 = 100%; active means well fitted activation curve with a large enough effect, not every such curve was filed as active; inconclusive means small, poorly fitted or top-dose-only effect, or another doubt; inactive means no such curve, though single readings can be large or run the other way; further: potency means the concentration at half of the fitted maximal effect
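Reporter cells (U2OS, ubiquitin-G76V-GFP fusion) are plated overnight, then treated 4 hr at 37 °C with compound titrations from 46 uM down to 2.9 nM. Activity is scaled against untreated cells and 10 uM MG-132.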
Caspase-1 inhib: caspase-1 (human) inhibition, allosteric or competitive; Potency, µM (top dose mostly 57.5 µM), for the others: at the top dose activity change, negative = inhibition, most hits filed as inhibitors; AID 900; 0.03% of 75,000 active; Caspase-1 enzyme, Ac-WEHD-AFC fluorogenic rate;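 further: potency means the concentration at half of the fitted maximal effect; plate controls were vehicle for no effect and no substrate for full effect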
USP2a inhib: USP2a (human) protease inhibition | Potency, µM (doses to about 38.3 µM), without a hit: at the top dose activity change, negative = inhibition, hits mostly inhibitors | 0.1% of 60,000 active | USP2a enzymatic assay, qHTS inhibition | O75604;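 further: potency means the concentration at half of the fitted maximal effect; nearly all actives have a fitted effect of over 60% in size; plate controls were DMSO for no effect and NEM full inhibition control for full effect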
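USP2 core (20 nM final) was preincubated with compound for 30 min at RT in 20 mM Tris-HCl pH 8.0, 2 mM CaCl2, 2 mM beta-mercaptoethanol; Ub-PLA2 (20 nM) plus NBD C6-HPC (20 uM) then added, fluorescence read after 2.5 h.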
BRCT inh green: blocks human BRCA1 BRCT binding to phosphopeptide, green readout; P38398; BRCA1 BRCT-phosphopeptide binding, green fluorescence polarization; Potency, µM (doses to about 76.9 µM), for the others: at the highest dose activity change, negative = inhibition, usual class: inhibitors; 0.05% of 75,000 active; AID 875;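 further: potency means the concentration at half of the fitted maximal effect; plate controls were peptide without protein for full effect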
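Compounds were incubated for 12 min at room temperature with a complex of 100 nM fluorescein-tagged pBACH1 decapeptide and 250 nM His-tagged BRCT protein. Buffer was phosphate pH 7.3 with EDTA, DTT and Tween 20. Disruption of binding lowers the polarization signal.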
The depositor's hits bear a star; i = inactive; ? = inconclusive; . = not tested or not shown; [ ] = remark or other dose. Unless noted, the call rests on the fitted dose curve; in most records, active means well fitted curve in the direction sought with a large enough effect; inconclusive means small, poorly fitted or top-dose-only effect, or another doubt; inactive means no such curve, though single readings can be large; an effect the other way counts as inactive or inconclusive. These rows are one share of the data; rates above refer to the full screens.

The line under a structure holds: A350 autofl | GFP derepression | USP2a inhib | Ub-GFP proteasome | BRCT PPI red | HEK293 cAMP cs | 4MU fluor | Fluorescein fluor | Caspase-1 inhib | BRCT inh green | Caspase-7 inhib
1: Cc1ccc(S(=O)(=O)N2CCN(C(=O)CN3CCOCC3)C2c2ccccc2)cc1 (stereo not drawn)
 : i | -3% | 8% | 6% | 0.1% | 20µM* | i | ? | 4% | -0.9% | 1%
2: CCC(C)C(N)C(=O)NC(CCC(=O)OCc1ccccc1)C(N)=O (stereo not drawn)
 : ? | 0% | 6% | -1% | 1.6% | 9% | i | ? | 1% | -1.3% | 0%
3: CC(=O)Nc1cnc(NC(=O)c2cccc(F)c2)cc1C
 : i | 4% | -6% | 1% | -1.6% | -3% | i | ? | -4% | 0.0% | 0%
4: COc1ccc(Br)cc1S(=O)(=O)N1CC(C)OC(C)C1 (stereo not drawn)
 : i | -4% | 9% | -9% | 0.1% | 16% | i | ? | 1% | 0.6% | 2%
5: CCOC(=O)Cn1c(N2CCCCCC2)nc2c1c(=O)[nH]c(=O)n2C
 : i | 1% | 9% | 3% | 1.0% | 4% | i | ? | -1% | -1.3% | 0%
6: O=C(CN(C(=O)Cn1nnc(-c2cccs2)n1)c1cnc2ccccc2c1)NCC1CCCO1 (stereo not drawn)
 : i | 1% | 92%[activator] | -1% | -0.4% | 9% | i | i | -7% | 6.3% | -2%
7: Fc1cccc(CSc2nc3ccncc3[nH]2)c1
 : . | 2% | . | -6% | -1.4% | 3% | . | . | -6% | -0.4% | 1%
8: O=C(c1cccc(S(=O)(=O)N2CCOCC2)c1)N1CCCc2ccccc21
 : i | -6% | -7% | -6% | -3.1% | 5% | i | ? | 0% | 0.2% | 0%
9: CCSC1(SCC)N=C(N)C2(C#N)C(c3ccccc3)NC(C)=C(C)C12C#N (stereo not drawn)
 : i | 0% | -4% | -2% | 0.1% | 12% | i | ? | -2% | -1.3% | -1%
10: O=C(NCCN1CCOCC1)c1cc(S(=O)(=O)NCCCN2CCCC2=O)ccc1Cl
 : i | -2% | -19% | -8% | 0.3% | 17% | i | i | -2% | -2.6% | 1%
11: OCC1OC(n2nnc3ccccc32)C(O)C(O)C1O (stereo not drawn)
 : i | 1% | -3% | 5% | -0.7% | -6% | i | i | 0% | -0.6% | 2%
12: CC(=O)OCC1OC(C#Cc2ccccc2)C=CC1O (stereo not drawn)
 : . | . | . | . | 2.3%[15.4 µM] | 4%[11.4 µM] | . | . | -7%[11.5 µM] | -0.5%[15.4 µM] | 0%[11.5 µM]
13: C=CC(C1=CC(=O)C=CC1=O)c1ccccc1 (stereo not drawn)
 : . | . | -12% | . | -0.6% | . | . | . | 1% | -0.6%[3.08 µM] | -2%
14: O=c1nc(N2CCCCC2)nc2n1CCO2
 : i | 3% | -3% | 1% | -0.4% | 7% | i | ? | -1% | 0.5% | 3%
15: O=C(Nc1nnc(CCN2CCOCC2)s1)C1CCCCC1
 : i | 6% | 7% | -6% | 1.8% | -25% | i | i | 1% | -1.9% | 0%
16: COC(=O)Cn1c(CCC(=O)O)ccc1-c1ccccc1
 : . | 1% | . | 7% | -0.5% | 19% | . | . | 1% | -0.3% | -4%
17: CCOC(=O)C1CCCN(C(=O)CCCn2nc(C)n3c(cc4sccc43)c2=O)C1 (stereo not drawn)
 : . | -2% | . | -7% | 0.4% | 13% | . | . | 2% | 2.0% | -1%
18: COc1cc2[nH]c(=O)n(Cc3ccc(C(=O)NCC4CCCO4)cc3)c(=O)c2cc1OC (stereo not drawn)
 : i | -3% | 5% | 9% | -0.6% | -7% | i | i | 2% | -0.1% | 4%
19: Cn1c(SCC(=O)N2CCN(c3ccccc3)CC2)nnc1-c1cc2ccccc2o1
 : i | 0% | 9% | 6% | -2.1% | ? | i | i | 1% | -3.1% | -1%
20: CN1C(=O)c2ccccc2N(C)C1c1cccs1 (stereo not drawn)
 : 2e-06M* | -2% | -1% | -4% | -1.2% | 19% | 1.6e-06M* | ? | ? | -1.4% | -22%
21: CC1=CCC2C(=O)N(c3cccc(C(=O)N(C)C4CCCCC4)c3)C(=O)C2C1 (stereo not drawn)
 : . | -2% | 12%[7.66 µM] | 16%[9.17 µM] | 0.8% | -1%[11.4 µM] | . | . | -1% | -0.7% | 2%
22: CCOc1cccc(-c2nn3c(-c4cc(C)[nH]n4)nnc3s2)c1
 : i | -2% | 12% | -7% | 0.1% | 25% | i | i | -1% | 7.1% | 1%
23: O=C(NCc1ccco1)c1ccc2c(=O)n(CC3CCCO3)c(=S)[nH]c2c1 (stereo not drawn)
 : i | 0% | 0% | -7% | 0.1% | 1% | i | i | 2% | -0.7% | -2%
24: COc1ccccc1S(=O)(=O)Cc1ccc(C(=O)N2CCN(c3cccc(Cl)c3)CC2)o1
 : i | 2% | 44%[activator] | 9% | -0.6% | 5µM* | i | i | -3% | -2.4% | -3%
25: CCc1cccc(NC(=O)CCS(=O)(=O)c2cccc3nonc23)c1
 : i | 0% | -8% | 5% | -0.4% | -16% | i | i | -3% | -3.1% | 2%
26: Cc1ccc(C)c(NC(=O)CN(C)S(=O)(=O)c2ccccc2)c1
 : i | -2% | 13% | 3% | -1.4% | 2% | i | i | -3% | -3.1% | -2%
27: COC(=O)CN(c1ccc2c(c1)OCCO2)S(=O)(=O)c1ccccc1
 : i | 0% | -13% | -4% | -1.1% | 11% | i | i | 0% | -0.8% | -1%
28: Cc1ccc(C)c(-n2c(SCC(=O)NCC3CCCO3)nnc2-c2ccoc2C)c1 (stereo not drawn)
 : i | -1% | 2% | 0% | 0.8% | ? | i | ? | -1% | -1.3% | -1%
29: COc1ccc(CCN2CNc3c(c(=O)n(C)c(=O)n3C)C2)cc1
 : ? | 4% | . | 1% | 1.4% | 7% | ? | i | -3% | -0.2% | 1%
30: CCN(CC)C(=O)C1CCCN(C/C(C)=C/c2ccccc2)C1 (stereo not drawn)
 : . | 2% | 8% | 6% | 0.6% | 18% | . | . | 0% | 0.0% | 0%
31: Cc1ccc(Nc2nc(N)nc(CC#N)n2)cc1
 : i | 3% | 2% | 5% | 0.2% | 6% | i | i | -1% | 0.9% | -1%
32: Cc1ccc(C(C(=O)NCc2ccco2)N(Cc2ccco2)C(=O)CNC(=O)c2ccco2)cc1 (stereo not drawn)
 : i | 1% | 11% | 2% | 1.0% | 20% | i | i | 0% | -3.5% | 0%
33: N#Cc1c(SCC(N)=O)nc2c(c1-c1ccc(O)cc1)CCCC2
 : . | 0% | -10% | -6% | 1.3% | 8% | . | . | -4% | -1.4% | -2%
34: COCCn1c(SCC(=O)c2ccc(F)cc2)nnc1C(C)C
 : i | -2% | . | -3% | -1.9% | 11% | i | ? | 0% | 1.6% | 1%
35: Cc1cc(NC(=O)COC(=O)CCCOc2ccc(Cl)cc2C)no1
 : i | 0% | -10% | 0% | 0.0% | 17% | i | ? | -1% | -1.9% | 0%
36: CC(C)(C)SCCNS(=O)(=O)c1ccccc1
 : . | 2% | -2% | 11% | -3.2% | 1% | . | . | 1% | -3.7% | -1%
37: COc1ccc(OCC(=O)N2CC3(C)CC2CC(C)(C)C3)cc1 (stereo not drawn)
 : . | -1% | 10% | -1% | 1.1% | i | . | . | 1% | -1.4% | 2%
38: CO[C@H]1COC(=O)[C@@H](C)COC(=O)[C@@H](OCc2ccccc2)/C=C\[C@@H]1C
 : . | . | . | . | -0.4%[15.4 µM] | 19%[11.4 µM] | . | . | -2%[11.5 µM] | 0.2%[15.4 µM] | -6%[11.5 µM]
39: Nc1nc(NC(=O)c2ccco2)nn1-c1ccccc1
 : . | -3% | 1%[7.66 µM] | 6%[9.17 µM] | 0.7% | -4%[11.4 µM] | . | . | 0% | 2.1% | 2%
40: CC(=O)CC(C)C
 : . | . | . | . | -1.0% | -4% | . | . | 3% | 0.6% | 1%
41: C=CCc1cccc2cc(C(=O)N(C)C)c(=O)oc12
 : . | -3% | -2%[7.66 µM] | -3%[9.17 µM] | -1.7% | 4%[11.4 µM] | . | . | -3% | -2.7% | -2%
42: CCCN(CCC)S(=O)(=O)c1cccc(C(=O)Nc2ccc3c(c2)OCO3)c1
 : i | 0% | -5% | 2% | -0.6% | 16µM* | i | i | -5% | -2.1% | -2%

3 successive records from above, quoted:
The line under a structure holds: A350 autofl | GFP derepression | USP2a inhib | Ub-GFP proteasome | BRCT PPI red | HEK293 cAMP cs | 4MU fluor | Fluorescein fluor | Caspase-1 inhib | BRCT inh green | Caspase-7 inhib
40: CC(=O)CC(C)C
 : . | . | . | . | -1.0% | -4% | . | . | 3% | 0.6% | 1%
41: C=CCc1cccc2cc(C(=O)N(C)C)c(=O)oc12
 : . | -3% | -2%[7.66 µM] | -3%[9.17 µM] | -1.7% | 4%[11.4 µM] | . | . | -3% | -2.7% | -2%
42: CCCN(CCC)S(=O)(=O)c1cccc(C(=O)Nc2ccc3c(c2)OCO3)c1
 : i | 0% | -5% | 2% | -0.6% | 16µM* | i | i | -5% | -2.1% | -2%
